# From PubChem BioAssay
# ALOX15B inhib: blocks human 15-lipoxygenase 2 activity; Potency, µM (doses to about 57.1 µM), without a hit: at the top dose activity change, negative = inhibition, actives largely listed as inhibitors; AID 881; purified 15hLO-2, xylenol orange hydroperoxide absorbance; O15296; 110,000 tested, 0.56% active; further: potency means the concentration at half of the fitted maximal effect; nearly all actives have a fitted effect of over 60% in size; many of its hits are not listed in these tables
# Target sequence (O15296 whole entry, looked up): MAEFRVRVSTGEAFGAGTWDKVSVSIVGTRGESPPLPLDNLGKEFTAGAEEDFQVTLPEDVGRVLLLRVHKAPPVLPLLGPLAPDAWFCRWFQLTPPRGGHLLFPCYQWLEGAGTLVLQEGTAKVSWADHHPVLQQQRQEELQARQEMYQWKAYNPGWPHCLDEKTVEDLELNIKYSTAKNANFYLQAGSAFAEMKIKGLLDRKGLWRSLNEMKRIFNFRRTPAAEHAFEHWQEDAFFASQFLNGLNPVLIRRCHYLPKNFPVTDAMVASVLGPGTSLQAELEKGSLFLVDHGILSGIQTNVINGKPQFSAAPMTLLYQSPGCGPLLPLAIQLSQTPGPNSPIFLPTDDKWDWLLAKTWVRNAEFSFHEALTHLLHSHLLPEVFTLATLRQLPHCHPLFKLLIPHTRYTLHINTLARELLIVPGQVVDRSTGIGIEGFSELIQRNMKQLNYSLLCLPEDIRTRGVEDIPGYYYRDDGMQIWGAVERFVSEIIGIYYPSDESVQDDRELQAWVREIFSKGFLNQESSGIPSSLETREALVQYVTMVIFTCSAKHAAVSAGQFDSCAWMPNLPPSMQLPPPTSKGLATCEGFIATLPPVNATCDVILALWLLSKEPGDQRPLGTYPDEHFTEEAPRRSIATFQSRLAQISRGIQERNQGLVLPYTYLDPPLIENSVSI
#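 Read-out: hydroperoxide product oxidises ferrous iron, measured as xylenol orange complex via the 573-to-405 nm absorbance ratio after 30 min. Reaction: 50 nM enzyme, 15 min compound preincubation, 45 uM arachidonic acid, 90 min RT, Hepes pH 7.5 with Triton X-100.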
# 12-hLO inh: blocks human 12-lipoxygenase activity; P18054; Potency, µM (doses to about 57.1 µM), inactives show top-dose activity change, negative = inhibition, most hits filed as inhibitors; 150,000 tested, 0.12% active; AID 1452; purified 12-hLO, xylenol orange hydroperoxide absorbance; further: potency means the concentration at half of the fitted maximal effect; nearly all actives have a fitted effect of over 55% in size; many of its hits are not listed in these tables
#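 Purified human 12hLO (150 nM final) was preincubated with compounds for 15 min at room temperature in 25 mM Hepes pH 7.0, 0.01% Triton X-100, then reacted with 40 uM arachidonic acid for 30 min. Hydroperoxide was detected with ferrous iron/xylenol orange.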
# IMPase cell inh: IMPase inhibition in cells; P97697; CHO-M1 cells, IP1 accumulation, HTRF TR-FRET ratio; inhibition (IP1 accumulation), % at 46.1 µM; 120,000 tested, under 10 active; active means well fitted curve in the direction sought with a large enough effect in the signal ratio, not every such curve was filed as active; inconclusive means small, poorly fitted or top-dose-only effect, or a change in a side signal; inactive means no such curve, though single readings can be large or run the other way; the % refers to the signal ratio;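 further: cells stimulated with carbachol in lithium chloride buffer; plate controls were DMSO basal wells for no effect and reference inhibitor wells for full effect; higher means more IMPase inhibition seen as more IP1 and lower FRET ratio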
# Target sequence (P97697 whole entry, looked up): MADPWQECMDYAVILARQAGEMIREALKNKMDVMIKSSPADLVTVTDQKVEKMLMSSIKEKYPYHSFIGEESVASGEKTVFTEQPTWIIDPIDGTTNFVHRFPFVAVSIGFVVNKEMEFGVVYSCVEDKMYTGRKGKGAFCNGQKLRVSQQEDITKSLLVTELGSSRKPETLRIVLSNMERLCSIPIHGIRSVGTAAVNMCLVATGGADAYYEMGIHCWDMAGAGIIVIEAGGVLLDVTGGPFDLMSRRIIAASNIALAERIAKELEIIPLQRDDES
#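 The IP-One HTRF competitive assay in carbachol-stimulated CHO-M1 cells quantifies cellular IP1. Compounds spanned up to 46 uM final, and activity is expressed as AC50 from concentration-response fits of the ratio and donor data.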
# PNC assembly inh: blocks assembly of the perinucleolar compartment; 140,000 tested, 3.1% active; activity change (PNC), negative = inhibition, % at 10 µM; PC3M PTB-GFP, PNC prevalence imaging, 16 h; active compounds read low;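 active means readout at or below -70, meaning at least 70% loss of cells showing the perinucleolar compartment, a nuclear body marking cancer cells; inconclusive means readout between -30 and a set limit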;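 further: plate controls were DMSO wells for no effect and camptothecin positive control wells for full effect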
#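 Read-out is percentage of cells bearing a perinucleolar compartment, from automated 20x imaging of fixed, Hoechst-stained PC3M PTB-GFP cells. Cells were seeded 4 h, then exposed 16 h to compound (23 nl of library stock) in duplicate plates.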
# * = called active by the depositor; ? = inconclusive; nt = no result given; & = joins results of further samples; [ ] = another dose, or the depositor's remark. Unless noted, the call rests on the fitted dose curve; in most records, active means well fitted curve in the direction sought with a large enough effect; inconclusive means small, poorly fitted or top-dose-only effect, or another doubt; inactive means no such curve, though single readings can be large; an effect the other way counts as inactive or inconclusive. Unless noted, on the % scale 0 is the no-effect control and ±100 the full control effect.
SMILES,ALOX15B inhib,12-hLO inh,IMPase cell inh,PNC assembly inh
Cc1nn(Cc2ccccc2Cl)c(Cl)c1/C=C/C(=O)OCC(=O)NC(N)=O,-1.3%,4.1%,-12.2,38.3
O=C(Nc1nc(-c2cccs2)c(C(=O)C(F)(F)F)s1)c1ccccc1,nt,-2.3%,nt,11.9
Nc1nc(CN2CCN(Cc3ccccc3)CC2)nc(Nc2ccccc2)n1,nt,6.0%,0.9,6.7
O=C(NCCc1ccncc1)Nc1ccccc1,nt,-2.8%,5.8,-100.0*
CCOC(=O)c1cc(NC(=O)COc2ccc([N+](=O)[O-])cc2)cc(C(=O)OCC)c1,nt,-4.1%,nt,44.1
COC(=O)CSc1nc2sc(C)c(C)c2c(=O)n1C,-0.4%,-1.6%,-6.1,37.5
C=CCO/N=C(/C)c1c(O)c(CC)c(-c2ccccc2)n(-c2ccccc2)c1=O,nt,0.7%,?,?
Cc1ccc(Cl)cc1Nc1nc(-c2sc(NC(=O)c3ccccc3)nc2C)cs1,-1.4%,3.5%,-5.4,-14.1
Cc1[nH]nc(Nc2ccccc2)c1[N+](=O)[O-],-6.3%,-1.5%,3.8,44.0
CC1(c2ccccc2)NC(=S)N2C1NC(=S)N2c1ccccc1 (stereo unspecified),-22.0%,-7.9%,-4.4,?
COc1ccccc1-c1c(C)c(C)nc(N)c1C#N,-5.4%,-3.5%,1.7,-23.5
CC(=O)Oc1c2occc2cc2ccc(=O)oc12,-7.8%,-12.3%,11.0,?
c1ccc(Nc2cc(-c3ccccc3)nc3ncnn23)cc1,0.2%,-6.8%,-0.5,-20.5
CC(OC(=O)CCc1nc2ccccc2c(=O)[nH]1)C(=O)c1ccc(Br)cc1 (stereo unspecified),nt,-3.7%,nt,?
O=C(CNC(=O)c1ccccc1)N/N=C/c1ccc([N+](=O)[O-])o1,nt,0.5%,nt,2.6

# A second format for three compounds above.
# Values run as follows: ALOX15B inhib, 12-hLO inh, IMPase cell inh, PNC assembly inh
Cc1ccc(Cl)cc1Nc1nc(-c2sc(NC(=O)c3ccccc3)nc2C)cs1
→ -1.4%, 3.5%, -5.4, -14.1
Cc1[nH]nc(Nc2ccccc2)c1[N+](=O)[O-]
→ -6.3%, -1.5%, 3.8, 44.0
CC1(c2ccccc2)NC(=S)N2C1NC(=S)N2c1ccccc1 (stereo unspecified)
→ -22.0%, -7.9%, -4.4, ?

# The main list resumes, repeating the four entries before the break.
SMILES,ALOX15B inhib,12-hLO inh,IMPase cell inh,PNC assembly inh
CC(=O)Oc1c2occc2cc2ccc(=O)oc12,-7.8%,-12.3%,11.0,?
c1ccc(Nc2cc(-c3ccccc3)nc3ncnn23)cc1,0.2%,-6.8%,-0.5,-20.5
CC(OC(=O)CCc1nc2ccccc2c(=O)[nH]1)C(=O)c1ccc(Br)cc1 (stereo unspecified),nt,-3.7%,nt,?
O=C(CNC(=O)c1ccccc1)N/N=C/c1ccc([N+](=O)[O-])o1,nt,0.5%,nt,2.6
CCOC(=O)c1cc2c(ccn2C)n1Cc1ccccc1C,1.7%,-2.4%,8.4,?
O=C(Nc1cnccn1)c1cccc(C(F)(F)F)c1,0.4%,2.0%,-6.7,79.0
O=C(NCCCN1CCCC1=O)c1ccc2c(c1)NC(=O)C(N1CCOCC1)S2 (stereo unspecified),4.3%[2.29 µM],-2.1%,19.8,3.2
CCOC(=O)C1=C(C)Nc2ncnn2C1c1cc(Br)ccc1F (stereo unspecified),3.8%,0.5%,5.4,?
CCOc1cc2[nH]c(=O)n(CCc3ccc(OC)c(OC)c3)c(=O)c2cc1OCC,-18.2%,-3.6%,?,2.5
CCOP(=O)(OCC)C(NC(=O)Nc1ccc(Cl)cc1)C(N)=O (stereo unspecified),nt,2.4%,-15.0,-0.9
Cc1cccc(NC(=S)N(CCc2nc3cc(C)c(C)cc3[nH]2)Cc2cccnc2)c1,43.8%[activator],2.4%,2.4,-3.9
COC(=O)CSc1nc(N2CCCCC2)c2c(c1C#N)CCCC2,-7.4%,-0.9%,1.7,10.5
COc1cccc(NC2=NC3(CCCCC3)N=C(N)N2)c1,16.1%,-3.6%,19.1,-24.5
Cn1c(OCc2ccc3c(c2)OCO3)nc2c1c(=O)n(Cc1ccc(Cl)c(Cl)c1)c(=O)n2C,1.5%,2.3%,-5.2,15.8
Cc1nn(C)c(C)c1C1C(C#N)=C(N)OC2=C1C(=O)CCC2 (stereo unspecified),nt,-2.0%,nt,6.0
COc1ccc(CCNC(=O)c2cc(=O)[nH]c3ccc(Br)cc23)cc1OC,nt,1.8%,?,-112.6*
O=Cc1ccccc1Cl,3.0%,-2.7%,nt,nt
COc1ccccc1N1CCN(C(=O)CCn2c(=O)[nH]c3ccccc3c2=O)CC1,-3.4%,8.0%,-7.8,-107.0*
ON=C1CCCCC1,-6.9%,0.0%,nt,nt
CC(C)C(=O)Nc1cccc(S(=O)(=O)c2cccc(NC(=O)C(C)C)c2)c1,nt,3.5%,8.6,?
O=C1C(Cl)=C(Nc2ccccc2)C(=O)c2ccccc21,nt,-0.6%,nt,-25.0
Cc1cccc(OCC(=O)Nc2ccccc2N2CCCCC2)c1,1.1%,-1.8%,-6.1,0.8
Cn1c(CN2CCCCC2)nc2cc(NC(=O)c3ccccc3Cl)ccc21,nt,8.8%,-13.4&3.8,-17.9
CS(=O)(=O)Nc1ccc(C(=O)Nc2ccccc2C(=O)N2CCCC2)cc1,-0.5%,0.9%,0.4,2.2
O=C(CCCOc1ccccc1)NCc1ccco1,-7.5%,11.0%,-0.5,-5.8
CCCCCCc1nc2c(=O)[nH]c3ccccc3c2o1,-3.9%,-6.3%,-4.9,?
O=C(Nc1ccc(C(=O)Nc2ccc(C(=O)Nc3ccc(S(=O)(=O)O)c4cc(S(=O)(=O)O)cc(S(=O)(=O)O)c34)cc2)cc1)Nc1ccc(C(=O)Nc2ccc(C(=O)Nc3ccc(S(=O)(=O)O)c4cc(S(=O)(=O)O)cc(S(=O)(=O)O)c34)cc2)cc1,36.0%[activator],8.6%,0.3,nt
CC(C)(C)C(=O)c1sc(Nc2ccccc2)nc1N,1.7%,-12.7%,12.1,-17.1
Nc1nc2nc(-c3ccc(Cl)cc3)cc(C(F)(F)F)n2n1,0.2%,-0.6%,-4.2&-5.2,23.9
COc1ccccc1N1CCN(C(=O)c2cc(-c3ccc4c(c3)OCO4)on2)CC1,2.5%,-2.0%,?,-25.3
CCC(=O)N1CCc2cc(Br)cc(S(=O)(=O)NCCN3CCCCC3CC)c21 (stereo unspecified),11.4%,-2.4%,22.0,6.0
Cc1ccc(OCC(=O)O/N=C(\N)Cc2ccc(Cl)cc2)cc1,6.7%,-11.5%,5.0,-13.2
CCOC(=O)C(Cc1ccccc1)NS(=O)(=O)c1ccc(NC(C)=O)cc1 (stereo unspecified),-2.5%,2.3%,-4.1,85.2
CCOc1ccc(/C(O)=C2/C(=O)C(=O)N(CC3CCCO3)C2c2ccco2)cc1 (stereo unspecified),nt,-6.4%,nt,6.3

# Reformatted bar-delimited: entries from further up
SMILES | ALOX15B inhib | 12-hLO inh | IMPase cell inh | PNC assembly inh
CCC(=O)N1CCc2cc(Br)cc(S(=O)(=O)NCCN3CCCCC3CC)c21 (stereo unspecified) | 11.4% | -2.4% | 22.0 | 6.0
Cc1ccc(OCC(=O)O/N=C(\N)Cc2ccc(Cl)cc2)cc1 | 6.7% | -11.5% | 5.0 | -13.2
CCOC(=O)C(Cc1ccccc1)NS(=O)(=O)c1ccc(NC(C)=O)cc1 (stereo unspecified) | -2.5% | 2.3% | -4.1 | 85.2
CCOc1ccc(/C(O)=C2/C(=O)C(=O)N(CC3CCCO3)C2c2ccco2)cc1 (stereo unspecified) | nt | -6.4% | nt | 6.3

# (next part)
SMILES,ALOX15B inhib,12-hLO inh,IMPase cell inh,PNC assembly inh
O=C(Nc1nc2nccc(-c3ccccc3)n2n1)c1ccc(F)cc1,nt,3.7%,nt,?
COCCNC(=O)CSc1nc2cc(OC)c(OC)cc2c(=O)n1Cc1ccco1,3.4%,2.6%,12.5,?
O=C(c1ccco1)N1CCN(C(=O)c2nn3cccnc3c2Cl)CC1,nt,0.0%,-3.3,15.9
COc1ccc(OC)c(NC(=O)C2CCN(S(=O)(=O)c3c(C)noc3C)CC2)c1,3.3%,2.5%,4.9,-5.5
COc1ccc(NC(=O)C(C)Sc2nnc3c4c(nc(-c5ccc(OC)cc5)n23)CC(C)(C)OC4)cc1 (stereo unspecified),nt,-6.5%,-3.3,19.2
Cc1nn(C(=O)c2cccs2)c(C)c1CN1C(=O)c2ccccc2C1=O,2.9%,-4.0%,-3.1,?
S=C(NCc1ccccc1)NCc1ccc(CNC(=S)NCc2ccccc2)cc1,nt,?,nt,?
CCCn1c(SCC(=O)Nc2nc(-c3ccc(OC)cc3)cs2)nc2c1c(=O)n(C)c(=O)n2C,nt,5.0%,-1.6,76.2
CC(C)c1onc(C(=O)N(C)Cc2ccccc2)c1[N+](=O)[O-],nt,-6.8%,nt,-1.1
CC(=O)c1cc(C#N)c(SCC(=O)O)nc1C,4.3%,-1.3%,1.1,?
CCc1ccc(OCC(=O)O/N=C(\N)Cc2ccc([N+](=O)[O-])cc2)cc1,nt,2.5%,nt,?
CCc1nnc(NS(=O)(=O)c2ccc(NC(=S)NC(=O)c3ccc(F)cc3)cc2)s1,nt,?,4.8,3.3
CCCCOc1ccc(-c2nnc(-c3ccncc3)o2)cc1,3.3%,-2.2%,18.3,?
COc1ccc(-c2nnc(NC(=O)c3ccc(S(=O)(=O)N4COCC4(C)C)cc3)o2)cc1,51.3%[activator],-2.6%,9.4,31.7
CCn1c(SCC(=O)N/N=C/c2ccc(C)o2)nnc1-c1ccccc1,-6.7%,5.2%,-10.6,39.7
COc1ccc(S(=O)(=O)N(CC(=O)NCC2CCCO2)c2ccccc2)cc1OC (stereo unspecified),14.2%,-0.5%,-14.3,?
Cc1cc2c(N=NC(=O)CCc3ccccc3)c(O)[nH]c2cc1Br,nt,0.5%,nt,-28.4
Cc1cc(C2C(C#N)=C(N)SC(N)=C2C#N)c(C)s1,?,-19.4%,?,28.0
O=C(NCCCN=C1NS(=O)(=O)c2ccccc21)c1ccncc1,-0.6%,2.1%,-3.0,-8.6
CS(=O)(=O)N(CC(=O)NCCSCc1cccc(Cl)c1)c1ccc2c(c1)OCO2,-3.1%,-1.4%,2.1,-2.1
O=C(c1cc(-c2ccccn2)nc2c(Cl)cccc12)N1CCN(S(=O)(=O)c2ccccc2)CC1,nt,-1.6%,nt,49.4
O=C(C1CCCN1S(=O)(=O)c1ccc(Cl)c(Cl)c1)N1CCCCC1 (stereo unspecified),nt,2.5%,-1.0,53.3
Clc1cc(Cl)cc(C2=N[C@@H](Cc3ccccc3)CO2)c1,31.5%[activator][0.0915 µM],-1.1%[0.00818 µM],nt,nt
O=C1C2CCCCC2C(=O)N1c1cccc(OS(=O)(=O)c2ccccc2)c1 (stereo unspecified),nt,1.9%,nt,22.1
Cn1c(SCC(=O)NC(=O)NCc2ccco2)nnc1C(F)(F)F,11.7%,-1.1%,0.6,?
CCNc1nc(SCC(=O)OC)nc(N2CCOCC2)n1,-2.9%,-0.5%,-6.4,12.7
Cn1c(N)c(C(=O)c2cc(-c3ccccc3)nc3ccccc23)c(=O)n(C)c1=O,-1.3%,2.3%,-2.5,-23.7
O=C(Nc1ccc(C(F)(F)F)cc1)C1(c2ccccc2)CC1,nt,-2.6%,-3.6,27.5
CCN1C(=O)/C(=C\N2CCN(c3ccc(F)cc3)CC2)SC1=S,-8.4%,-3.5%,-8.7,?
